Assay outcomes deposited in PubChem by Broad Institute.
Cneo AK release: Cryptococcus neoformans cell lysis inducers, primary screen, AK release luminescence, single concentration. C. neoformans lysis, adenylate kinase release luminescence, 4 h; normalised: neutral wells 0, clomiphene wells 100. lysis activity, % at 15 µM. actives 0.2% (n = 360,000);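 active = mean lysis activity across replicates of at least 80%, whatever share of replicates individually reach that level; inactive = mean lysis activity below 80%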
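Assay system: log-phase C. neoformans yeast / Quantity: yeast cell density of 5 × 10^6 cells/mL / Medium: fresh YPD growth medium / Compound: single dose / Timing: static 4 h at 37 °C with compound, 1 h detection / Measured by: adenylate kinase release luminescence / Read-out: lysis from increased AK signal / Benchmarks: Clomiphene as positive lysis control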
Statin myotox sup: suppressors of statin myotoxicity in C2C12 myotubes, primary screen, cell-based, single point, plate reader | C2C12 myotubes + simvastatin, ATP luminescence, 48 h; scaled: DMSO 0, geranylgeraniol control 100 | rescue of ATP level, % at 7.49 µM | actives 0.78% (n = 330,000);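 active = mean ATP rescue above about 67%, or every replicate alone reaching that limit, limit read from the data, passing the limit was not always enough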;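 also: myotubes were challenged with 10 µM simvastatin during compound exposure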
FN deposition inh: inhibitors of fibronectin matrix deposition, primary screen, AH1F cells, Alexa488-fibronectin fluorescence, plate reader. actives 0.086% (n = 350,000). inhibition, % at 12.6 µM. AH1F fibroblasts, overnight. AID 743247, 2014;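 active = mean inhibition across replicates of 30% or more, regardless of how many single replicates reach that level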;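 also: positive control wells lacked labelled fibronectin entirely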
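Material: AH1F fibroblast monolayer depositing Alexa488-labelled fibronectin into matrix / Amount: 10000 AH1F cells per well / Signal: fluorescence 485/525 nm / Medium: DMEM, 2% serum / Compound: single dose, pinned / Incubation: 1 h cell adhesion before compound, then overnight fibronectin incubation / Reagent: Alexa488-FN, 24 nM final / Read-out: inhibition of fibronectin deposition signal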
F508del corr: F508del CFTR correction, initial screen, CFBE line, single point | actives 0.36% (n = 350,000) | AID 720511, 2013 | activity (quench increase), % at 7.58 µM | CFBE cells, YFP halide quenching; stimulated with forskolin plus potentiator P3; % fluorescence drop versus neutral controls;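 active = mean added fluorescence quench of at least 8% versus neutral control, with both replicates also reaching 8%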;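 also: cells transiently co-express mutant CFTR-F508del with the halide-sensitive YFP; corrector assay measuring rescue of mutant channel to the surface after 24 h compound exposure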
GSIS activator: GLuc luminescence reporter in INS-1E cells, primary screen for activators of glucose-dependent secretion of insulin. actives 0.61% (n = 370,000). AID 743287, 2014. INS-1E GLuc reporter insulin secretion, 2-3 h. activation, % at 16.6 µM;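 active = lowest replicate activation of at least 40%, so every replicate reaches that level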;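 also: 0% = median of neutral control wells and 100% = median of IBMX positive control wells; some compounds called inactive have numbers as strong as hits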
PGC1a acetyl inh: inhibitors of PGC1a acetylation signal, primary screen, cell-based, U2OS, AlphaScreen, inhibitor mode; AID 651687, 2012; AlphaScreen anti-acetyl-lysine; with virally co-expressed GCN5 acetyltransferase; actives 0.17% (n = 350,000); inhibition, % at 15.6 µM;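 active = every replicate shows inhibition of at least 40%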;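 also: 0% = neutral control wells and 100% = positive control wells; some results beyond the cut were filed as inactive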
PglD inh: C. jejuni PglD acetyltransferase inhibitors, primary screen, biochemical, DTNB colorimetric, single point | purified PglD enzyme, DTNB colorimetric CoA detection | actives 0.098% (n = 360,000) | UDP-N-acetylbacillosamine N-acetyltransferase PglD (Campylobacter jejuni) | AID 602405, 2012 | inhibition, % at 12.5 µM; in the data active = inhibition above about 16%, passing the limit was not always enough; also: strong numbers were not always called active
miR122 inh: miR-122 Renilla sensor signal increase in Huh7, primary screen, miR-122 inhibitor project, cell-based, single point, plate reader. AID 602342, 2012. actives 0.3% (n = 340,000). Huh7 miR-122 Renilla luciferase sensor, 48 h; neutral wells = 0, positive control = 100. activation (reporter increase), % at 12.5 µM;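 active = mean replicate activation score at least 90 and every replicate individually at or above 90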;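 also: higher luciferase means less miR-122 activity so hits act as miR-122 inhibitors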
* = called active by the depositor; · = no result given; [ ] = remark or other dose.

Order of values: Cneo AK release | Statin myotox sup | FN deposition inh | F508del corr | GSIS activator | PGC1a acetyl inh | PglD inh | miR122 inh
(1) CCCNC(=O)Nc1ccc2c(c1)C(=O)N(C)C[C@H](OC)[C@@H](C)CN(C(=O)CC)[C@@H](C)CO2
    99* | 6 | 7 | -3.6 | 15 | 22 | 2 | -3[16.7 µM]
(2) COC(=O)C[C@H]1CC[C@H]2[C@H](COc3ccc(NC(=O)Nc4ccc(C#N)cc4)cc3C(=O)N2C)O1
    -7 | -20 | -12 | 0.6 | 0 | -6 | 5 | 13[16.7 µM]
(3) Fc1ccc(-c2nn(-c3ccccc3)cc2CNCc2ccccc2)cc1
    -4 | · | -5 | 1.4 | -2 | 3 | 1 | 21
(4) O=C1NN(c2ccc(Cl)cc2)C(=O)/C1=C\c1ccc(-c2cccc(C(=O)O)c2)o1
    · | · | 0 | 2.0 | 0 | 0 | · | ·
(5) CCOC(=O)CCCCC(=O)c1[nH]c(=O)[nH]c1CSCCO
    1 | 21 | · | -0.7 | 15 | -4 | 6 | ·
(6) COC(=O)c1[nH]nc2c1C(=O)N(C1CCCCC1)C2=O
    5 | 4 | · | · | · | -8 | 7 | 2
(7) O=C(c1ccccc1)C1C(=O)c2ccccc2C1=O
    · | · | · | -0.5 | 2 | 13 | · | 0
(8) CC1CCc2cc(F)ccc2N1C(=O)c1ccc2c(c1)OCO2 (stereo unspecified)
    -6 | · | -4 | · | · | · | 4 | 16
(9) O=C(OCCCN1CCCC1)C1(c2ccccc2)CCCC1
    2 | -34 | 1 | · | · | -12 | -1 | -4
(10) COCCSc1nnc(NC(=O)C(C)(C)C)s1
    -1 | 4 | · | · | 14 | -12 | 10 | 0
(11) O=C1c2cccc3c([N+](=O)[O-])ccc(c23)C(=O)N1c1ccc(Cl)cn1
    15 | 129* | -9 | · | -8 | 38 | -1 | 8
(12) CCc1nn(C(CC)C(=O)NCc2cccc(OC)c2)c(=O)c2cc3occc3n12 (stereo unspecified)
    1 | 4 | 9 | -1.3 | 6 | 7 | 2 | 14
(13) COc1ccc(NC(=O)CN(Cc2ccco2)Cc2ccco2)cc1S(=O)(=O)N1CCCCC1
    · | 2 | -1 | 0.9 | -41 | -8 | · | ·
(14) CCO[C@H]1OC(C(=O)N2CCCCCCC2)=C[C@@H](c2csc3ccccc23)[C@@H]1CCCO
    0 | -8 | 19 | -0.5 | -11 | · | -3 | ·
(15) COc1ccc(Cl)cc1-c1cc(C(=O)N[C@H](C)c2ccccc2)[nH]n1
    -3 | 5 | 7 | 2.2 | -13 | -4 | 0 | 4
(16) Cc1ccc(NC(=S)NC2CCCC2)cc1C
    6 | · | 7 | · | 20 | 4 | 5 | 9
(17) Cc1cc(S(=O)(=O)Nc2noc3ccccc23)ccc1F
    -2 | 3 | 3 | 1.6 | 19 | · | -2 | 4
(18) O=C(NCc1ccc2c(c1)OCO2)[C@H]1[C@H](CO)[C@H]2Cn3c(cccc3=O)[C@@H]1N2Cc1ccccc1
    2 | -34 | · | 1.4 | 25 | · | 3 | -4[16.7 µM]
(19) COc1ccc(CN2CCS(=O)(=O)CC2)cc1OC
    2 | -12 | -1 | -3.3 | 14 | 4 | 1 | -10
(20) Cc1noc(C)c1S(=O)(=O)Nc1ccc2c(c1)C(=O)N([C@@H](C)CO)C[C@@H](C)[C@@H](CN(C)C(=O)Nc1ccc3c(c1)OCO3)O2
    -1 | 28 | · | 1.2 | 5 | -6 | -17 | -1[16.7 µM]
(21) C/C=C/c1ccc2c(c1)O[C@H](CN(C)C(=O)NC1CCCCC1)[C@H](C)CN([C@H](C)CO)S2(=O)=O
    6 | -78 | -9 | -5.9 | -16 | -1 | -1 | -12[16.7 µM]
(22) CC1CN(CCc2ccccc2)c2nc3c(c(=O)[nH]c(=O)n3C)n2C1 (stereo unspecified)
    -6 | 9 | · | · | 13 | 5 | 6 | 2
(23) CCOC(=O)C1=C(C)N(C)C(=O)C1CC(=O)O (stereo unspecified)
    -2 | 0 | 1 | · | · | 7 | 0 | -3
(24) O=C(CCCOc1ccc(Cl)cc1Cl)Nc1ccncc1
    -2 | -7 | · | · | -6 | 4 | -4 | 8
(25) CC(=O)c1ccc(N2CCCCCC2)c(F)c1
    2 | 2 | · | · | · | 9 | 1 | -11
(26) O=C(c1[nH]c(C(F)(F)F)nc1-c1ccccc1)N1CCC(C(O)(c2ccccc2)c2ccccc2)CC1
    2 | 19 | 1 | 1.2 | · | -10 | 8 | 3
(27) O=C(NC(=S)N1CCc2ccccc21)c1ccccc1Br
    4 | 2 | 8 | 1.8 | 11 | 1 | 7 | -4
(28) O=C(O)CCCn1c(=S)[nH]c2c(sc3ccc([N+](=O)[O-])cc32)c1=O
    · | · | 2 | -0.7 | 10 | · | · | -7
(29) COc1cc(C#Cc2c(-c3cncn3C)n(C)c3ccc(-c4ccc(OC)nc4)cc23)cc(OC)c1
    1 | -49 | -10 | -0.6 | · | · | 5 | -5
(30) CC1(C)C(C=C(Cl)Cl)C1C(=O)N(Cc1ccc(Cl)cc1)C1CCS(=O)(=O)C1 (stereo unspecified)
    2 | 4 | -8 | -0.1 | -13 | · | 0 | -3
(31) C[C@H]1CN([C@@H](C)CO)C(=O)c2cc(-c3cccc(C#N)c3)cnc2O[C@H]1CN(C)Cc1ccc(F)cc1
    · | 27 | · | 0.7 | -2 | -2 | · | -2[16.7 µM]
(32) C/C(=N\O)c1ccc2c3c([nH]c2c1)CCCC3
    -4 | 10 | · | · | · | -10 | -8 | -5
(33) C[C@@H]1CN([C@@H](C)CO)C(=O)Cc2cc(NC(=O)Cn3cnnn3)ccc2O[C@@H]1CN(C)S(=O)(=O)c1ccc(Cl)cc1
    7 | -7 | -2 | 4.8 | -8 | 1 | 0 | 4[16.7 µM]
(34) CCOC(=O)C1C(c2ccc(O)c(OC)c2)NC(=O)NC1(O)C(F)(F)F (stereo unspecified)
    -2 | 1 | -1 | 3.1 | 14 | 6 | -2 | -8
(35) CC(=O)C1=C(C)NC(C)=C(C(C)=O)C1c1cn(-c2ccccc2)nc1-c1cccs1
    -3 | -17 | · | · | · | -10 | -2 | 0
(36) COCCNc1nc(NCCNC(C)=O)c2sc(-c3ccccc3)cc2n1
    2 | -12 | 2 | 0.2 | · | 3 | 1 | -13
(37) Cn1c(=O)c2cc3c(nc2n(C)c1=O)CC(c1ccccc1)CC3=O (stereo unspecified)
    -1 | -5 | 0 | -0.5 | -1 | 1 | -7 | 20
(38) Cc1ccc(S(=O)(=O)Nc2ccc3c(c2)C(=O)N([C@@H](C)CO)C[C@H](C)[C@H](CN(C)CC2CCCCC2)OCCCC[C@H](C)O3)cc1
    1 | · | · | -2.4 | 7 | -4 | 0 | 4[16.7 µM]
(39) C[C@@H]1CN([C@@H](C)CO)C(=O)c2cc(NC(=O)CCC(F)(F)F)ccc2O[C@@H](C)CCCCO[C@@H]1CN(C)C(=O)Nc1ccc(F)cc1
    3 | · | 1 | -2.8 | -9 | 4 | 5 | 12[16.7 µM]
(40) COc1cccc(/C=N/NC(=O)CC2C(=O)NN=C2C)c1O (stereo unspecified)
    0 | 2 | 0 | · | · | 5 | 0 | -1

Screen by screen, quoted from above.
Compounds 4 to 8 in Cneo AK release read ·, 1, 5, ·, -6
Compounds 4 to 8 in PglD inh read ·, 6, 7, ·, 4

Whole records from above. Order of values: Cneo AK release	Statin myotox sup	FN deposition inh	F508del corr	GSIS activator	PGC1a acetyl inh	PglD inh	miR122 inh
CC1(C)C(C=C(Cl)Cl)C1C(=O)N(Cc1ccc(Cl)cc1)C1CCS(=O)(=O)C1 (stereo unspecified) is listed with 2	4	-8	-0.1	-13	·	0	-3
COc1cc(C#Cc2c(-c3cncn3C)n(C)c3ccc(-c4ccc(OC)nc4)cc23)cc(OC)c1 is listed with 1	-49	-10	-0.6	·	·	5	-5

(next part)
Order of values: Cneo AK release | Statin myotox sup | FN deposition inh | F508del corr | GSIS activator | PGC1a acetyl inh | PglD inh | miR122 inh
(41) COC(=O)c1cc(NC(=O)CSc2ncn[nH]2)ccc1Cl
    -1 | 7 | 2 | 0.4 | -2 | -1 | 0 | -6
(42) O=C(C[C@@H]1C[C@@H]2c3cc(NC(=O)NC4CCCC4)ccc3O[C@@H]2[C@H](CO)O1)NCc1ccc(Oc2ccccc2)cc1
    16 | 2 | 7 | -1.6 | -1 | -3 | 0 | 0[16.7 µM]
(43) Cc1nn(-c2ccccc2)c(N2CCCC2)c1/C=C1\N=C(c2ccc(F)cc2)OC1=O
    -1 | 4 | 3 | -0.7 | 0 | 3 | -9 | -9
(44) O=C(Cc1cccc(NC(=O)C2CCN(C(=O)C3CCCCC3)CC2)c1)Nc1cccc(C(=O)N2CCCC2)c1
    -2 | 17 | 0 | 2.6 | · | · | 4 | ·
(45) Nc1ncnc2c1ncn2[C@@H]1O[C@H](CNC(=O)[C@@H]2CCCN2S(=O)(=O)c2ccc(F)cc2)[C@@H](O)[C@H]1O
    3 | 1 | -4 | 0.1 | -4 | -15 | -2 | 5
(46) O=c1c2ccccc2nc(-c2ccc(Cl)c(Cl)c2)n1O
    -1 | -16 | · | · | · | 12 | 4 | -4
(47) Cc1ccc(Cl)cc1NC(=O)c1ccc(NC(=O)CCC(=O)O)cc1
    1 | -2 | -5 | · | 0 | 7 | -6 | -7
(48) CC(C)NC(=O)NC(=O)CSc1nncn1C
    -6 | · | 20 | · | 13 | 2 | 0 | -7
(49) CCCCCCSc1nsc(NC(=O)CC(C)C)n1
    3 | 13 | 7 | -0.2 | -20 | -12 | -4 | 3
(50) C=C(C)C(O)Cc1c(OC)ccc(C(=O)/C=C/c2ccc(O)cc2)c1O (stereo unspecified)
    -6 | 13 | · | 1.3 | 0 | -36 | -2 | 5
(51) COc1cccc(C2C(=O)N(C3CCCCC3)CC(=O)N2Cc2ccc(F)cc2)c1 (stereo unspecified)
    1 | -4 | · | -1.4 | -42 | -2 | -2 | 1
(52) CCn1c(=O)cc(SCC(=O)NCC2CCCO2)c2ccccc21 (stereo unspecified)
    0 | 10 | · | · | · | -6 | -4 | -3
(53) Cc1cccc(C)c1NC(=O)CSCC(=O)c1ccc(O)c(O)c1
    1 | -6 | -1 | · | · | -8 | -2 | -35
(54) COc1ccc(S(=O)(=O)NCC(=O)NCc2cc(=O)n(C)c(=O)n2C)cc1F
    -4 | -4 | -5 | 0.5 | 17 | -6 | 6 | -2
(55) COc1cccc(C#Cc2ccc([C@@H]3[C@@H](C#N)N(C(=O)C4CCCCC4)[C@H]3CO)cc2)c1
    -3 | -7 | -13 | 2.5 | 2 | -22 | -1 | ·
(56) O=C(CCN1C(=O)/C(=C\C=C\c2ccccc2)SC1=S)Nc1ccccc1C(=O)O
    -2 | -1 | · | -3.5 | -15 | · | -16 | -10
(57) Cc1ccc(CCC(=O)Nc2nccs2)o1
    1 | -18 | · | -0.9 | -26 | -4 | -1 | -5
(58) Cn1cnc([N+](=O)[O-])c1S(=O)(=O)Oc1cccc2ccccc12
    -3 | -28 | -2 | -6.3 | 21 | -63 | -3 | 2
